AmpC detergent – inhibitors of E. coli AmpC beta-lactamase with detergent; P00811; AmpC hydrolysis of nitrocefin, absorbance 480 nm, 0.01% Triton; Potency, µM (titrated, usually from 114 µM), for the others: at the highest dose activity change, negative = inhibition, most hits filed as inhibitors; 0.041% of 370,000 active;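 further: potency means the concentration at half of the fitted maximal effect; 0% = no-compound wells and -100% = no-enzyme wells; nearly all actives have a fitted effect of over 25% in size; some results filed as inactive show a strong effect at the top dose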
Target sequence (P00811 whole entry, looked up): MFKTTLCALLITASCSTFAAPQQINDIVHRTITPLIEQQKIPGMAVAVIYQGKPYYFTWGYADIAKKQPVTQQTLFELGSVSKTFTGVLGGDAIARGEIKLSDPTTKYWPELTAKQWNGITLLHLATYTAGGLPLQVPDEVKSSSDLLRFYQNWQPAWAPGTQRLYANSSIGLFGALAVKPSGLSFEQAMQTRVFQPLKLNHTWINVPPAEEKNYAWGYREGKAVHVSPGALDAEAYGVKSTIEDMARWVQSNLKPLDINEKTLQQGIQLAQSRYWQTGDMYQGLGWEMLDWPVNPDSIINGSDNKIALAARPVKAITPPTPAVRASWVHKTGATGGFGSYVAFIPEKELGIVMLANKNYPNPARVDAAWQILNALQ
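AmpC (5.3 nM in the dispensed reagent) in 20 mM phosphate pH 7.0 with 0.01% (detergent screen) or 0.0001% Triton X-100 was preincubated with compounds for 15 min at room temperature. Nitrocefin was then added from an 800 uM solution, and hydrolysis was followed at 480 nm.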
AmpC no deterg – inhibitors of E. coli AmpC beta-lactamase without detergent; P00811; AmpC nitrocefin hydrolysis, absorbance 480 nm, 0.0001% Triton; Potency, µM (doses to about 57.1 µM), for the others: at the top dose activity change, negative = inhibition, most hits filed as inhibitors; 0.52% of 330,000 active; AID 485341;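 further: potency means the concentration at half of the fitted maximal effect; plate controls were no compound for no effect and no enzyme for full effect; nearly all actives have a fitted effect of over 20% in size; some results filed as inactive show a strong effect at the top dose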
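AmpC (5.3 nM in the dispensed reagent) in 20 mM phosphate pH 7.0 with 0.01% (detergent screen) or 0.0001% Triton X-100 was preincubated with compounds for 15 min at room temperature. Nitrocefin was then added from an 800 uM solution, and hydrolysis was followed at 480 nm.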
HCMV inh – inhibitors of human cytomegalovirus. AID 1259415. activity change, negative = inhibition, % at 57.5 µM. 4.5% of 410,000 active. HFF cells, HCMV-luciferase reporter, 72 h; hits give low values; in the data active means activity change below about -60%; inconclusive means no clear call, values can overlap the other calls; inactive means above about -39%
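Luciferase read-out from HCMV-luciferase-infected HFFs (MOI 1 PFU/cell) 72 h post infection at 37C; compounds added after 16 h cell attachment; activity normalized between buffer-only basal and Salinomycin (10uM) inhibitor controls.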
Sm TGR inh – S. mansoni TGR enzyme inhibition; AID 485364; Q962Y6; 3% of 360,000 active; purified TGR, DTNB reduction, TNB absorbance 405 nm; Potency, µM (doses to about 114 µM), for the others: top-dose activity change, negative = inhibition, hits mostly inhibitors; further: potency means the concentration at half of the fitted maximal effect; nearly all actives have a fitted effect of over 60% in size
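First, TGR (20 nM dispensed) and NADPH were mixed with compound. Second, a 15 min room-temperature incubation followed. Third, further NADPH and then DTNB were added to start the reaction. Finally, TNB absorbance was monitored kinetically.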
Giardia FBPA inh – inhibitors of Giardia lamblia fructose-1,6-bisphosphate aldolase | A8B2U2 | purified Giardia FBPA | Potency, µM (highest dose often 59.6 µM), without a hit: at the top dose activity, negative = inhibition, actives largely listed as inhibitors | 0.71% of 290,000 active | AID 2451; further: potency means the concentration at half of the fitted maximal effect; nearly all actives have a fitted effect of over 55% in size
Target sequence (A8B2U2 whole entry, looked up): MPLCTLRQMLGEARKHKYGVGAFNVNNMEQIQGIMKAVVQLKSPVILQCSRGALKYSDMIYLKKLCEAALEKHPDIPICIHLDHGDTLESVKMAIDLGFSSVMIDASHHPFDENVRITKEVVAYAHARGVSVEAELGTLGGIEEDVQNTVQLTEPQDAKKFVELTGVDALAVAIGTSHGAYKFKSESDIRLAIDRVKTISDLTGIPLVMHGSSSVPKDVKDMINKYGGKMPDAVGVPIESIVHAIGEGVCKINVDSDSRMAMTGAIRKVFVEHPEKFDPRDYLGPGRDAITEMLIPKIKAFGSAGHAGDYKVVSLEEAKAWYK
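Giardia FBPA (40 nM reagent) was preincubated 10 min at RT with compound (up to 57.5 uM final), then substrate plus GAPDH/TPI/NAD/arsenate coupling system with diaphorase/resazurin was added; resorufin fluorescence (525/598 nm) was read after 20 min.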
AMA1-RON2 inh – disrupts binding of P. falciparum AMA1 to RON2; AlphaScreen AMA1-biotinylated RON2 peptide binding; Potency, µM (series often up to 58.2 µM), for inactives: at the highest dose activity change, negative = inhibition, most hits filed as inhibitors; 0.2% of 360,000 active; AID 720542;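 further: potency means the concentration at half of the fitted maximal effect; 0% = vehicle wells and -100% = peptide control; nearly all actives have a fitted effect of over 45% in size; some results filed as inactive show a strong effect at the top dose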
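AMA1 (3D7) with his tag at 25 nM final met compounds first, then biotinylated RON2 peptide at 25 nM; detection used donor plus acceptor beads, 10 µg/mL apiece, read by AlphaScreen after 30 min at room temperature.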
* marks the source's active call; other numbers are inactive results; ? = inconclusive; · = no result given; [ ] = dose if it differs, or a comment. Unless noted, the call rests on the fitted dose curve; in most records, active means well fitted curve in the direction sought with a large enough effect; inconclusive means small, poorly fitted or top-dose-only effect, or another doubt; inactive means no such curve, though single readings can be large; an effect the other way counts as inactive or inconclusive. Unless noted, on the % scale 0 is the no-effect control and ±100 the full control effect. Not a hit list; about 7.8% have a hit in one of these screens.

SMILES | AmpC detergent | AmpC no deterg | HCMV inh | Sm TGR inh | Giardia FBPA inh | AMA1-RON2 inh
NC(=O)C1=CN(Cc2ccc(Cl)cc2)CCC1C(F)(F)F (stereo not drawn) | -6% | 11% | 48 | 0% | 1% | -17%
Cn1c(O)c(C2=NN(C(=O)CCl)C(c3ccccc3)C2)c(=O)n(C)c1=O (stereo not drawn) | 5% | -33% | 4 | 13µM* | ? | 89%[activator]
COc1cccc(NC(=O)c2cc([N+](=O)[O-])ccc2NC(=O)CNCC2CCCO2)c1 (stereo not drawn) | -12% | -15% | 24 | 3% | 2% | 70%[activator]
Cc1cc(C)nc(SCc2nnc(SCC(=O)Nc3ccc(C)c(C)c3)n2Cc2ccco2)n1 | 2% | 96%[activator] | 33 | ? | 16% | -11%
CC(N=C1NS(=O)(=O)c2ccccc21)C(=O)Nc1ccc(F)cc1Cl (stereo not drawn) | 1% | -12% | -4 | -11% | · | -8%
CCOc1ccc(C2C(C#N)=C(N)SC(N)=C2C#N)c(OCC)c1 | -8% | ? | 13 | -2% | 5% | 13%
COc1ccc(-c2nc(CCl)cs2)cc1 | ? | -18%[11.4 µM] | -36 | -34% | -4% | -4%
CN(NC(=O)c1ccc(Cl)cc1)c1cccc(Cl)n1 | -1% | -12% | -33 | -13% | 0% | 10%
C=CCOc1ccccc1CN(CCc1ccccc1)C(=O)c1cccc(S(C)(=O)=O)c1 | ? | 129%[activator] | -27 | -4% | -3% | 0%
COc1cc(C(=S)N2CCCCC2)ccc1OCC(=O)Nc1ccccc1Cl | ? | -12% | -23 | 8% | -1% | -10%
CC(=O)Nc1ccc(S(=O)(=O)Nc2nc3ccccc3nc2N2CCCC2)cc1 | -5% | -23% | 2 | -28% | 25% | -4%
CCOc1ccc(C(C(=O)NC2CCCCC2)N(C(=O)c2ccco2)c2ccc(-n3cnnn3)c(C)c2)cc1 (stereo not drawn) | 0% | 198%[activator] | -5 | -11% | -1% | 2%
CCCCC(CC)COC(=O)c1ccc(N(C)C)cc1 (stereo not drawn) | 2% | -3% | -18 | -2% | · | 5%
O=C(COC(=O)CCc1nc2ccccc2s1)Nc1ccc(S(=O)(=O)N2CCOCC2)cc1 | ? | 45% | 58 | 7% | 2% | -8%
Cn1c(NC(=O)c2ccco2)cc(=O)n(C)c1=O | ? | -12% | 15 | -13% | -1% | 0%
O=C(Cn1cnc(S(=O)(=O)N2CCCCC2)c1)N1CCN(c2ccc([N+](=O)[O-])cc2)CC1 | -1% | 35% | · | 3% | · | -11%
CC(C)CCN=Cc1c(O)n(-c2ccccc2)c(=O)c2ccccc12 | -5% | 6% | -32 | -1% | -4% | -24%
Cc1noc(C)c1C(=O)N1CCC(Cc2ccccc2)CC1 | ? | 3% | 32 | 28% | 0% | -1%
CC1CCN(C(=S)c2ccc(-c3ccc(Cl)cc3Cl)o2)CC1 | ? | -24% | 84 | -3% | -2% | ?
Cc1cc(S(=O)(=O)Nc2c(C)ccc3nsnc23)ccc1F | -10% | -28% | -18 | 0% | -3% | 11%
CC(=O)N1CCc2cc(Br)cc(S(=O)(=O)N3CCCCC3)c21 | -4% | 47% | 16 | -1% | -5% | -16%
COCCCNC(=S)NNC(=S)NCCCOC | 0% | -15% | 36 | 8% | -28% | -9%
Cc1cccc(NC(=O)N2CCCC2C(=O)Nc2ccccc2)c1 (stereo not drawn) | 2% | -13% | -38 | -3% | 4% | 9%
CCOc1ccc2[nH]c(=O)c(CN(CCN3CCCC3)C(=S)Nc3ccccc3OCC)cc2c1 | 8% | 119%[activator] | -64* | -12% | -14% | -3%
CC(=O)N1CCC(C(=O)N2CCN(S(=O)(=O)c3cccs3)CC2)CC1 | -15% | 3% | 33 | 4% | · | -9%

Next part.
SMILES | AmpC detergent | AmpC no deterg | HCMV inh | Sm TGR inh | Giardia FBPA inh | AMA1-RON2 inh
CCc1c(O)nc(SCC(=O)c2ccccc2)n(-c2ccccc2)c1=O | 8% | -16% | -3 | -11% | 3% | 8%
O=C(N/N=C/c1cc(Br)cc(Br)c1O)c1ccncc1 | 2% | -24% | -22 | -1% | 16% | -87%
COc1cccc(-c2nn3c(-c4ccco4)nnc3s2)c1 | ? | 10% | 27 | 45µM* | 3% | -11%
CC1=CC2=NC(=O)/C(=C\c3cc(C)n(-c4ccccc4)c3C)C(=N)N2O1 | -19% | -12% | 5 | -5% | 1% | -5%
Cn1cc(/C=C2/SC(=O)N(CC(=O)Nc3ccc4c(c3)OCO4)C2=O)c2ccccc21 | -11% | -21% | -27 | 1% | 2% | 0%
CCN1CCCC1CNC(=O)c1cc2c(OC)cccc2[nH]1 (stereo not drawn) | -11% | 2% | 48 | -31% | ? | -6%
CC(=O)c1cccc(NC(=O)c2cccc(N3C(=O)c4ccccc4C3=O)c2)c1 | -5% | -4% | -14 | 5% | 2% | 4%
COc1ccccc1OCc1nn[nH]n1 | ? | -23% | 5 | 0% | 32µM* | 0%
COc1ccc(C(=O)N2CCN=C2SCc2cccnc2)cc1OC | ? | -5% | -2 | -2% | 1% | -9%
COc1ccc(CCNC(=O)c2cnc3n(c2=O)CCS3)cc1OC | -13% | -3% | 20 | -1% | -3% | 0%
CCOC(=O)CCC(NC(=O)CCCCC(=O)NC(CCC(=O)OCC)C(=O)OCC)C(=O)OCC (stereo not drawn) | ? | 1% | 55 | 9% | 2% | 0%
O=C1/C(=C\c2cccnc2)CN(Cc2ccccc2)C/C1=C\c1cccnc1 | ? | -6% | · | -30% | 3% | -13%
CCN(CC(=O)Nc1ccc(OC)cc1)C(=O)COc1cccc2c1OC(C)(C)C2 | ? | 27% | -19 | 2% | · | 24%
CN(CC(O)COCc1ccccc1F)C1CCCCC1 (stereo not drawn) | 9% | -9% | 10 | 9% | -5% | 0%
CCOc1ccc(C(=O)Nc2nc(-c3ccc(Br)cc3)ns2)cc1 | 19% | · | -8 | -1% | · | ·
COc1ccccc1CCNC(=O)c1cc(-c2ccccn2)nc2ccccc12 | 0% | -3% | -7 | -5% | · | 26%
Cc1ccc2nc(-c3ccc(NC(=S)NC4CC(C)(C)NC(C)(C)C4)cc3)sc2c1 | -7% | 153%[activator] | -102* | -27% | 2% | 21%
O=Cc1c(N2CCN(c3ccccc3)CC2)nc2ccccn2c1=O | 1% | 0% | 23 | -3% | 3% | -9%
Cc1n[nH]c(C)c1-c1nc2ccccc2[nH]1 | ? | -19% | 53 | 5% | 0% | 0%
CCN(CC)c1ccc(NC(=O)c2cnn(-c3ccccc3)c2-n2cccc2)c(C)c1 | 13% | · | ? | 1% | · | ·
NS(=O)(=O)c1ccc(CNC(=O)/C=C/c2cccc([N+](=O)[O-])c2)cc1 | -2% | -16% | -26 | 1% | 0% | 0%
CCOc1ccc(OCc2ccc(C(=O)O)o2)cc1 | 4% | -7% | 30 | -22% | 3% | -3%
Fc1ccc(CN2CCN(c3ccc(Cl)cc3)CC2)cc1 | 7% | -21% | -34 | -30% | 8% | -10%
Cn1c(COc2ccccc2)nnc1SCC(=O)Nc1ccc(N2CCOCC2)cc1 | 6% | -1% | 34 | -3% | 10% | -3%
COc1cccc(CNC(=O)CNS(=O)(=O)c2ccc3nc(C)sc3c2)c1 | 3% | · | -39 | 0% | · | ·

In a second layout: results already given.
smiles	AmpC detergent	AmpC no deterg	HCMV inh	Sm TGR inh	Giardia FBPA inh	AMA1-RON2 inh
CCCCC(CC)COC(=O)c1ccc(N(C)C)cc1 (stereo not drawn)	2%	-3%	-18	-2%	·	5%
CC(=O)Nc1ccc(S(=O)(=O)Nc2nc3ccccc3nc2N2CCCC2)cc1	-5%	-23%	2	-28%	25%	-4%
CCOC(=O)CCC(NC(=O)CCCCC(=O)NC(CCC(=O)OCC)C(=O)OCC)C(=O)OCC (stereo not drawn)	?	1%	55	9%	2%	0%
O=C(N/N=C/c1cc(Br)cc(Br)c1O)c1ccncc1	2%	-24%	-22	-1%	16%	-87%
COc1ccc(C(=O)N2CCN=C2SCc2cccnc2)cc1OC	?	-5%	-2	-2%	1%	-9%

Back to the main list, starting 5 compounds before the break.
SMILES | AmpC detergent | AmpC no deterg | HCMV inh | Sm TGR inh | Giardia FBPA inh | AMA1-RON2 inh
NS(=O)(=O)c1ccc(CNC(=O)/C=C/c2cccc([N+](=O)[O-])c2)cc1 | -2% | -16% | -26 | 1% | 0% | 0%
CCOc1ccc(OCc2ccc(C(=O)O)o2)cc1 | 4% | -7% | 30 | -22% | 3% | -3%
Fc1ccc(CN2CCN(c3ccc(Cl)cc3)CC2)cc1 | 7% | -21% | -34 | -30% | 8% | -10%
Cn1c(COc2ccccc2)nnc1SCC(=O)Nc1ccc(N2CCOCC2)cc1 | 6% | -1% | 34 | -3% | 10% | -3%
COc1cccc(CNC(=O)CNS(=O)(=O)c2ccc3nc(C)sc3c2)c1 | 3% | · | -39 | 0% | · | ·
COc1ccc(S(=O)(=O)Nc2nc3ccccc3nc2NCc2ccc3c(c2)OCO3)cc1 | -6% | -24% | -33 | -4% | 9% | 4%
COc1cccc(Cn2cc(-c3cccc(C(F)(F)F)c3)nn2)c1 | ? | -18% | -11 | -10% | 0% | 27%
Cc1cccc(OCC(=O)Nc2ccc3c(c2)nc(CCN2CCCCC2)n3C)c1 | ? | 18% | -86* | -8% | -17% | 1%
COc1ccc(C(=O)Nc2ccc3nc(C)sc3c2)cc1OC | 5% | -9% | 15 | 3% | -1% | 4%
O=C(Nc1ccc(F)cc1F)c1cc2ccccc2oc1=O | -6% | -24% | 35 | -34% | 4% | 2%
COC(=O)c1ccc2nc(NC(=O)CCS(=O)(=O)c3ccccc3)sc2c1 | -6% | -11% | · | -27% | · | 0%
CCOc1ccc2nc(C(C)O)[nH]c2c1 (stereo not drawn) | -1% | -13% | -3 | -5% | -15% | 0%
COc1cc(NC(=O)c2cc(C)nc3ccccc23)cc(OC)c1OC | 9% | 10% | 10 | 0% | 14% | 14%
O=C(Nc1ccc(F)c(F)c1)C1CCCN1S(=O)(=O)c1cccc2nsnc12 (stereo not drawn) | 3% | · | -6 | 15% | · | ·
NS(=O)(=O)c1ccc(CCNC(=O)CN2CCN(Cc3cccc4ccccc34)CC2)cc1 | ? | 8% | ? | -7% | 3% | -8%
Cc1occc1C(=O)NNC(=S)Nc1ccccc1 | 1% | -11% | 52 | -4% | 4% | 25%
COc1ccc(C2C(C(=O)N3CCOCC3)CCC(=O)N2c2cc(OC)c(OC)c(OC)c2)cc1 (stereo not drawn) | 1% | -1% | -28 | -10% | 0% | 15%

2 neighbouring records out of the list so far, for reference:
SMILES | AmpC detergent | AmpC no deterg | HCMV inh | Sm TGR inh | Giardia FBPA inh | AMA1-RON2 inh
COc1ccc(S(=O)(=O)Nc2nc3ccccc3nc2NCc2ccc3c(c2)OCO3)cc1 | -6% | -24% | -33 | -4% | 9% | 4%
COc1cccc(Cn2cc(-c3cccc(C(F)(F)F)c3)nn2)c1 | ? | -18% | -11 | -10% | 0% | 27%

From PubChem
